Bioassay records: PubChem BioAssay, several laboratories
RPL19A-GFP yeast: yeast TOR pathway RPL19A-GFP modulation; S. cerevisiae RPL19A-GFP strain, flow cytometry, 3 h; active compounds read low; percent response vs DMSO, % at 10 µM; 0.3% of 330,000 active; AID 2025;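 active = percent response vs DMSO below 50%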;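 also: median channel GFP fluorescence of the barcoded RPL19A-GFP strain; ratio of sample median GFP to plate DMSO average so 100% = DMSO; lower means less RPL19A-GFP as with rapamycin TOR inhibition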
proCasp7 act: counter-screen for procaspase-3 activators: activators of human procaspase-7; P55210; recombinant procaspase-7, Ac-DEVD-pNA absorbance 405 nm; D23A/D198A/D206A triple mutant, cannot self-cleave; scale: DMSO 0, 5 µM enzyme 100; activation, % at 8.5 µM; 0.093% of 330,000 active; AID 463210;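 active = percent activation above the screen-wide mean plus 3 SD, cut at about 25% in these data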
Target sequence (P55210 whole entry D23A/D198A/D206A): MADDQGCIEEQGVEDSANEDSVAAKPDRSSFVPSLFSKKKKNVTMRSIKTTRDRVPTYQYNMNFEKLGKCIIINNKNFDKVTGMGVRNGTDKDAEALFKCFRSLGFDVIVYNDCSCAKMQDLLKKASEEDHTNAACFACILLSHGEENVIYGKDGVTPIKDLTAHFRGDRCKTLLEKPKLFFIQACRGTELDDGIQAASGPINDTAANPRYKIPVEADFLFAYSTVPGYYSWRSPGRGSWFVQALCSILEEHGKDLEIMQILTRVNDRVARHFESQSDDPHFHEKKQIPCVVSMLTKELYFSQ
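signal = Epi-absorbance of released pNA at 405 nm, two timepoints | assay system = Uncleavable procaspase-7 mutant enzyme | reagent = Ac-DEVD-pNA substrate, 400 µM as added | times = 1 h enzyme–compound preincubation and 2 h substrate reaction, both 25 °C | benchmarks = low DMSO alone, high DMSO plus 5 µM PC-7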
AGP1 TOR yeast: modulators of TOR pathway AGP1-GFP in S. cerevisiae. S. cerevisiae AGP1-GFP multiplex flow cytometry, 3 h; GFP as percent of DMSO wells. 0.02% of 320,000 active. AID 2066. GFP response vs DMSO, % at 10 µM;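 active = GFP response relative to DMSO above a set limit, near screen average plus 3 SD, cut at about 150% in these data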;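 also: median GFP channel fluorescence of the gated AGP1 strain per well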
CIT2-GFP yeast: yeast TOR pathway CIT2-GFP modulation; S. cerevisiae CIT2-GFP strain, flow cytometry, 3 h; 100 means same as DMSO wells; GFP response vs DMSO, % at 10 µM; 0.065% of 320,000 active;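 active = GFP response relative to DMSO above a set limit, near the screen mean plus 3 SD, cut at about 150% in these data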;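 also: ratio of well median GFP fluorescence to mean of DMSO wells on the plate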
proCasp3 act: procaspase-3 (human) activation; P42574; recombinant procaspase-3 D3A, Ac-DEVD-pNA absorbance 405 nm; activation, % at 8.5 µM; 0.11% of 330,000 active; AID 463141;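 active = activation above the mean of all tested compounds plus 3 SD, cut at about 21% in these data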;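 also: 0% = DMSO alone and 100% = DMSO wells spiked with extra 5 µM PC-3 D3A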
Target sequence (P42574 whole entry D9A/D28A/D175A): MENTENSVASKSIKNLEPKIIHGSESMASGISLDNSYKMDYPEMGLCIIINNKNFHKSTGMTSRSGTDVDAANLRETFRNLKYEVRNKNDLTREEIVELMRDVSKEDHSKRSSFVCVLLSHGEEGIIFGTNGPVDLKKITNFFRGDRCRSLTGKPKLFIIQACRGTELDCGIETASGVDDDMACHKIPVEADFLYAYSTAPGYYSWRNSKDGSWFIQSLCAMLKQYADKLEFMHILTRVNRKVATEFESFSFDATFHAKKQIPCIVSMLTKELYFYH
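Evaluation: percent activation relative to control range; Material: Procaspase-3 D3A mutant, all three cleavage aspartates alanine; Compound: single dose, 8.5 µM nominal compound, 0.8% DMSO; Replication: one well per compound; Signal: absorbance at 405 nm, 0 and 120 min; Schedule: 1 h preincubation plus 2 h reaction at 25 °C.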
AHR act: activators of human aryl hydrocarbon receptor; AHR-responsive luciferase reporter cells, luminescence; activation, % at 5 µM; 2.5% of 320,000 active; AID 2796; in the data active = activation above about 47%;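 also: 0% = vehicle wells and 100% = reference agonist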
MEP2-GFP yeast: modulators of TOR pathway MEP2-GFP in S. cerevisiae; S. cerevisiae MEP2-GFP strain, flow cytometry GFP, 3 h; 100% = DMSO control level; GFP response vs DMSO, % at 10 µM; 0.51% of 330,000 active;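 active = GFP response versus DMSO above a set limit, roughly screen mean plus 3 SD, cut at about 180% in these data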;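 also: median GFP fluorescence of the barcode-gated MEP2-GFP cells per well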
LAP4-GFP MLPCN: alters LAP4-GFP fluorescence in TOR pathway yeast screen; S. cerevisiae LAP4-GFP multiplex, flow cytometry GFP, 3 h; median GFP as percent of DMSO wells; GFP response vs DMSO, % at 10 µM; 0.34% of 320,000 active;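 active = GFP response vs DMSO above a set limit, about the screen mean plus 3 SD, cut at about 150% in these data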
* hit, by the source's call; nt = not tested or not shown.

Each structure is followed by: RPL19A-GFP yeast	proCasp7 act	AGP1 TOR yeast	CIT2-GFP yeast	proCasp3 act	AHR act	MEP2-GFP yeast	LAP4-GFP MLPCN
> CCOC(=O)c1cnc2cc(F)c(F)cc2c1N1CCOCC1
    98	2	102	95	0	1	103	103
> O=C(COC(=O)c1cccc(Cl)c1)NC1CCS(=O)(=O)C1 (stereo not drawn)
    104	-1	109	104	-3	0	107	108
> COc1cc(C(=O)Nc2nc3ccccc3[nH]2)ccc1OC(F)F
    96	-8	94	88	-1	1	99	105
> CCCc1c(C)nc2c(Br)cccc2c1Cl
    101	13	105	100	5	11	110	108
> CCOc1ccc2nc(SCC(=O)Nc3ccc4[nH]c(=O)[nH]c4c3)[nH]c2c1
    94	0	99	93	17	10	86	89
> CS(=O)(=O)Nc1ccc(C(=O)N2CCCC2)cc1
    nt	0	112	116	3	-3	111	106
> COc1ccc(NC(=S)N(CCN(C)C)C(C)c2ccco2)cc1 (stereo not drawn)
    100	-12	92	96	-15	3	98	89
> CCn1cc(C(=O)O)c(=O)c2cnc(N3CCN(C(=S)NC(=O)c4ccccc4Cl)CC3)nc21
    103	2	108	105	4	4	93	102
> CCCC(=O)NC(=S)Nc1ccccc1F
    97	-3	98	99	6	1	101	96
> COc1cccc(NC(=O)c2ccccc2N2C(=O)C3C4C=CC(C4)C3C2=O)c1 (stereo not drawn)
    101	-2	103	102	6	1	105	108
> COc1ccc(CNC(=O)N2CCN(S(=O)(=O)c3ccccc3)CC2)cc1
    111	0	107	103	2	-1	114	99
> NC(=O)CC(NC(=O)Cc1ccc(Br)cc1)c1ccc(N2CCC(N3CCCC3)CC2)c([N+](=O)[O-])c1 (stereo not drawn)
    101	-4	91	96	5	1	99	130
> O=C(COC(=O)CCN=C1NS(=O)(=O)c2ccccc21)NNC(=O)c1ccccc1
    102	6	112	95	14	1	97	124
> Cc1cc(C)nc(-n2nc(C)c(Sc3ccc(F)cc3)c2N)n1
    98	3	97	94	-5	13	101	102
> CCOC(=O)C1(C(F)(F)F)N=C(C(F)(F)F)Nc2cc(C)c(C)cc21 (stereo not drawn)
    106	4	102	96	2	10	113	97
> O=C(Cc1ccccc1)N/N=C/c1ccc(OC(=O)/C=C\c2ccco2)cc1
    98	3	96	93	1	1	98	97
> COc1ccc(-c2cc(C(=O)NCc3ccco3)c3ccccc3n2)c(OC)c1
    119	-11	94	105	4	8	105	92
> O=C(Cc1ccccc1Cl)NC1(O)C(=O)c2ccccc2C1=O
    95	-5	95	87	-3	3	93	96
> COc1ccc2nc(SCC(=O)Nc3ccccc3C#N)[nH]c2c1
    95	5	93	97	0	37	95	93
> COc1ccc(C2(CNC(=O)Cc3ccccc3)CCCC2)cc1OC
    96	7	100	96	2	-1	95	91
> Cc1ccc2[nH]c(=O)c(CN(CCCN3CCOCC3)Cc3nnnn3C3CCCC3)cc2c1
    101	-8	107	103	5	3	103	100
> CC(=O)c1ccc(NS(=O)(=O)c2ccc(C)cc2)cc1
    107	19	106	90	-2	5	108	98
> Cc1ccc(S(=O)(=O)NNC(=O)c2cccs2)c(C)c1
    102	7	100	98	3	1	96	96
> CC(C)CN(C(=O)COc1cccc(-n2cnnn2)c1)C1CCS(=O)(=O)C1 (stereo not drawn)
    111	1	107	115	2	-2	106	98
> COc1cc2c(cc1NC(=O)CSc1nnc(COc3ccc(Cl)cc3)n1C)oc1ccccc12
    109	-4	109	98	14	23	111	126
> CCN(CC(=O)Nc1ccc(NC(C)=O)cc1)C(=O)/C=C/c1ccc(S(=O)(=O)N2CCCCCC2)cc1
    99	1	102	108	-6	11	104	95
> O=C(OCC(=O)N(Cc1ccccc1)Cc1ccccc1)c1ccccc1O
    97	8	96	89	-1	-1	97	95
> Cc1c(NC(=O)CSc2ccccc2C(=O)Nc2cccnc2)c(=O)n(-c2ccccc2)n1C
    96	6	102	106	-4	3	103	91
> CCN1CCN(c2ccc(S(=O)(=O)N3CCOCC3)cc2NC(=O)c2ccc(Cl)cc2Cl)CC1
    98	10	106	98	11	-2	104	106
> CCOC(=O)C1CCCN(C(=O)c2sc3nc4n(c(=O)c3c2C)CCC4)C1 (stereo not drawn)
    99	-4	104	97	1	1	98	102
> Cc1ccc2nc(C)c3c(c2c1)SCC3
    101	-5	113	101	-1	-2	106	109
> Cc1ccc(NC(=O)COc2ccc(Br)cc2CO)cc1
    95	-5	88	92	8	0	105	105
> Cc1ccc2nc(-c3cccnc3)cc(C(=O)Nc3ccccc3[N+](=O)[O-])c2c1
    101	7	91	96	-3	12	82	75
> COc1ccc(/C=C(/NC(=O)c2ccc(C)cc2)C(=O)N2CCCC2)cc1OC
    105	4	106	104	9	-2	105	98
> CC(=O)c1cc2c(cc1NC(=O)c1ccc(C)cc1)OCCO2
    102	5	100	105	0	37	102	98
> O=C(Nc1nc2c(Cl)ccc(Cl)c2s1)c1ccco1
    108	11	106	120	2	22	103	96
> O=c1cc(C(Cl)(Cl)Cl)oc2c1ccc1ccccc12
    100	-4	102	102	6	27	103	102
> Cc1ccccc1-c1cc(C(=O)NCc2cccs2)nn1CC1CC(c2cccc([N+](=O)[O-])c2)=NO1 (stereo not drawn)
    98	0	98	88	-1	5	98	91
> O=C1CSC(c2ccccn2)N1c1ccc2ccccc2c1 (stereo not drawn)
    93	-6	94	90	0	20	93	98
> COc1ccc(C2CCN(CC(=O)N(C)C)CC2O)cc1 (stereo not drawn)
    98	-5	95	96	7	-3	87	89
> CCCCN(CCCC)c1nc2ccccc2nc1NS(=O)(=O)c1ccc(NC(C)=O)cc1
    98	0	99	97	-1	1	97	95
> CCOc1ccccc1NC(=O)COC(=O)CN(C)S(=O)(=O)c1ccc(C)cc1
    108	4	108	109	2	13	105	103
> CCn1c(=O)c([N+](=O)[O-])c(NCCN(C)C)c2ccccc21
    102	9	108	91	-6	4	111	100
> COc1ccc(S(=O)(=O)N2CCC(C(=O)Nc3cccc(C(C)=O)c3)CC2)cc1
    97	1	100	113	1	4	108	95
> CCOc1ccccc1N(CC(=O)NC1CCCCC1)C(=O)c1nsc(Cl)c1Cl
    102	-2	99	99	-2	17	99	101
> O=C(COc1ccc(C(=O)Nc2ccc(Cl)cc2)cc1)NCc1ccccc1
    102	7	104	108	2	10	100	94
> COc1ccc(CCNc2ccncn2)cc1OC
    93	-7	90	89	3	24	99	95
> COc1ccc(S(=O)(=O)Cc2ccc(C(=O)NCc3ccc(C)cc3)o2)cc1
    102	-3	103	104	5	1	97	112
> Cc1cc(C)cc(C(=O)N(CCc2ccccc2)C2=CC3CCC(C2)N3C)c1 (stereo not drawn)
    103	0	100	103	3	2	103	89
> COc1cccc(OC)c1C(=O)Nc1cccc(-n2cnnn2)c1
    98	0	97	108	2	12	95	88
> COc1ccc(-c2ccc(C3C(C#N)=C(N)Oc4n[nH]c(C)c43)o2)cc1 (stereo not drawn)
    95	-4	105	117	1	0	113	96
> O=C(O)c1ccc(NC(=O)c2cn(-c3ccccc3)nc2-c2ccccc2)cc1
    104	-10	87	95	4	4	94	111
> CC(C)C(=O)Nc1ccc(N2CCN(S(C)(=O)=O)CC2)cc1
    101	-10	102	101	-12	7	103	108
> CCOc1ccc(OCCN2C(=O)NC(Cc3c[nH]c4ccccc34)C2=O)cc1 (stereo not drawn)
    106	5	111	107	12	15	107	98
> CCCN=C1CC(C)(C)CC(=O)/C1=C(/O)CCC
    99	4	105	111	-2	-3	120	108
> COc1ccccc1CNC(=O)COC(=O)CCC(=O)c1cccs1
    94	4	96	94	0	1	90	96
> O=C(COc1ncnc2ccc(Br)cc12)N1CCOCC1
    99	9	98	102	6	17	105	96
> COc1ccc(C(=O)C2CCCN(C(=O)c3ccc4cc[nH]c4c3)C2)c(C)c1 (stereo not drawn)
    102	-6	107	96	-5	2	104	109
> O=C(c1ccccc1)c1ccc(OCC(O)CN2CCN(S(=O)(=O)N3CCCCC3)CC2)cc1 (stereo not drawn)
    100	-1	nt	94	-15	3	103	94
> O=S(=O)(NC1CCCCCC1)c1ccc(Br)s1
    100	6	nt	86	-7	0	87	112

New compounds follow:
Each structure is followed by: RPL19A-GFP yeast	proCasp7 act	AGP1 TOR yeast	CIT2-GFP yeast	proCasp3 act	AHR act	MEP2-GFP yeast	LAP4-GFP MLPCN
> CCN(CC(=O)NCc1ccc(Cl)cc1)C(=O)C(C)Sc1ccccc1 (stereo not drawn)
    106	4	104	95	0	0	109	105
> Cc1cccc(C(=O)NCC(=O)NC(C)CCc2ccccc2)c1 (stereo not drawn)
    102	5	102	98	10	2	98	96
> CCCCc1cc(=O)oc2cc(C)cc(OC(C)C(=O)NCc3ccccn3)c12 (stereo not drawn)
    90	-4	19	92	9	2	105	92
> COc1ccc(-n2nc([N+](=O)[O-])c(=NCCCN3CCCC3=O)n2O)cc1
    98	-7	99	113	5	2	96	109
> Cc1ccc(-c2c(C#N)c(N)nc3c2CCCC3)s1
    100	-9	97	96	-3	1	108	98
> O=C(NCCCCc1ccccc1)c1ccccc1F
    98	10	91	94	-6	3	113	119
> CCCCOC(=O)Nc1nnc(CCOCC)s1
    101	-3	114	101	-1	22	98	103
> COC(=O)C1CCN(C(=O)COC(=O)c2oc3ccccc3c2C)CC1
    104	3	113	105	0	2	104	110
> O=C(CCS(=O)(=O)Cc1ccccc1F)NCCCN1CCCCC1
    100	-5	111	109	9	0	112	95
> Cc1c(-n2c(SCC(=O)O)nnc2-c2ccccc2Br)c(=O)n(-c2ccccc2)n1C
    98	13	105	103	3	-3	102	97
> CCOC(=O)N1CCN(C(=O)CCn2c(=S)[nH]c3cc(OCC)c(OCC)cc3c2=O)CC1
    102	-7	99	106	5	2	104	96
> O=C(Cn1c(O)c(/C=C2\C=Nc3ccccc32)sc1=O)N1CCOCC1
    99	-5	96	101	4	1	104	94
> CCN(/N=C/c1ccc(Cl)cc1)c1cc(=O)n(C)c(=O)[nH]1
    100	1	91	102	12	121*	99	82
> O=C(/C=C/c1ccccc1)Nc1sc2c(c1C(=O)O)CCC2
    105	0	101	95	3	36	102	111
> Cc1ccc(-c2nnc(Nc3ccc(C(=O)N(C)C)cc3)c3ccccc23)cc1S(=O)(=O)NC(C)(C)CO
    98	2	105	99	8	1	96	101
> COc1cc(CC(=O)OCC(=O)Nc2ncc(Cl)cc2Cl)cc(OC)c1OC
    108	8	105	114	-1	4	112	108

Record cards, from the list above. Screens in order: RPL19A-GFP yeast	proCasp7 act	AGP1 TOR yeast	CIT2-GFP yeast	proCasp3 act	AHR act	MEP2-GFP yeast	LAP4-GFP MLPCN
O=C(Cn1c(O)c(/C=C2\C=Nc3ccccc32)sc1=O)N1CCOCC1 as listed: 99	-5	96	101	4	1	104	94
O=C(/C=C/c1ccccc1)Nc1sc2c(c1C(=O)O)CCC2 as listed: 105	0	101	95	3	36	102	111
CCOC(=O)N1CCN(C(=O)CCn2c(=S)[nH]c3cc(OCC)c(OCC)cc3c2=O)CC1 as listed: 102	-7	99	106	5	2	104	96
Cc1cccc(C(=O)NCC(=O)NC(C)CCc2ccccc2)c1 (stereo not drawn) as listed: 102	5	102	98	10	2	98	96
